Source: PubChem BioAssay (National Center for Advancing Translational Sciences (NCATS))
KCNH2 3.1 inh – inhibitors of human KCNH2 3.1 potassium channel isoform; AID 720553; 340,000 compounds, 0.95% hits; activity change, % (tested at about 1.8 µM); U2OS KCNH2 3.1, thallium flux FluxOr; active compounds read low;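 active means maximum activity change below -70%; inconclusive means maximum activity change from -70% to -50%; inactive means maximum activity change above -50%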;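 further: thallium influx rate constant from kinetic fluorescence after stimulation buffer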
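FluxOr-based Tl+ influx in U2OS cells transduced with KCNH2 3.1 virus; rate constants normalized to DMSO controls.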
KCNH2 WT inh – inhibitors of human wildtype KCNH2 potassium channel | activity change, % at 1.84 µM | U2OS, BacMam KCNH2, thallium flux FluxOr; active compounds read low | 340,000 compounds, 0.37% hits;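 active means maximum activity change below -70%; inconclusive means maximum activity change between -70% and -50%; inactive means maximum activity change above -50%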
Target sequence (Q12809 whole entry, looked up): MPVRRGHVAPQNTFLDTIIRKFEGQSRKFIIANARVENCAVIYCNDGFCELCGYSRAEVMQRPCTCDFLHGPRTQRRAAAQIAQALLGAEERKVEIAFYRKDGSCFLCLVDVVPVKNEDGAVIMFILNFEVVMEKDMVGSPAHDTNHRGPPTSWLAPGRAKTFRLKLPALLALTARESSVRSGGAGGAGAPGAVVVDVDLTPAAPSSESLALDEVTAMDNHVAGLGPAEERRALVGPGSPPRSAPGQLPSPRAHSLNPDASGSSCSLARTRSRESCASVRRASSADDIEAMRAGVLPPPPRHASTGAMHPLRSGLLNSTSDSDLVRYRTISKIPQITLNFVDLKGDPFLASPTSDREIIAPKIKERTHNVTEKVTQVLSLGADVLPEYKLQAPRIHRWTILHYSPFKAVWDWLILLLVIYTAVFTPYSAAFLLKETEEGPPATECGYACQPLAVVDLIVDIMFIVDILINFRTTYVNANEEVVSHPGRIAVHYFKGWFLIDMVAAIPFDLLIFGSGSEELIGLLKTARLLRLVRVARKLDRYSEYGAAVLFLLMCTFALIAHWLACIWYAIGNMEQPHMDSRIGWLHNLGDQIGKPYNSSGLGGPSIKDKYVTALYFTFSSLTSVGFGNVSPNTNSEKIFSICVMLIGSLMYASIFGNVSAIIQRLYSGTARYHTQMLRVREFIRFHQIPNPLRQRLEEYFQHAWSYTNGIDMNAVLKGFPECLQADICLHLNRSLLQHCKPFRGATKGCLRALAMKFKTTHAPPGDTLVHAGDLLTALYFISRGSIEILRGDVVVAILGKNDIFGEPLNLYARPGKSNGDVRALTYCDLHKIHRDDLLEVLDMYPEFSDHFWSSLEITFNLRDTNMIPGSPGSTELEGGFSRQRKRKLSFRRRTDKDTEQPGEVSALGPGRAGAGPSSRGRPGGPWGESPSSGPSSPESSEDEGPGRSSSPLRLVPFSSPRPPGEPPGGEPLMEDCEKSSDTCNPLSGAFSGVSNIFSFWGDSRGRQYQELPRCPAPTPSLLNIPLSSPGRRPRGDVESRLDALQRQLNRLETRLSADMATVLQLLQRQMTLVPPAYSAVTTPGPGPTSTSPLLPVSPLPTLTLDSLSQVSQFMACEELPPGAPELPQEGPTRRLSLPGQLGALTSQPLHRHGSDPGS
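U2OS cells transduced with wild-type KCNH2 virus are loaded with FluxOr dye for 45 min, and thallium flux is measured in kinetic reads before and after stimulation buffer. Rate constants are normalized to DMSO controls.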
Giardia kill – Giardia lamblia killing; Giardia lamblia trophozoite viability; 340,000 compounds, 0.15% hits; activity change, % at 7.66 µM, hits read low; in the data active means activity change below about -80%; inconclusive means between about -30% and that limit;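 further: parasites exposed to compound for two days anaerobically before the ATP read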
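ATP-content bioluminescence gauges trophozoite survival. Cells (100/well) receive compound and incubate anaerobically for 48 hrs at 37 deg C; detection reagent follows for 15-30 min at room temperature.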
Starred values were filed as active, the others as inactive; ? = inconclusive. On the % scale 0 is the no-effect control and ±100 the full control effect.

Start of the listing, in advance:
SMILES	KCNH2 3.1 inh	KCNH2 WT inh	Giardia kill
Cc1ccc(CN2CCN(CC(=O)N3CCC(C(N)=O)CC3)C2=O)cc1	6	-14	2
O=C(Nc1cccc(Cl)c1)OCCOC(=O)Nc1cccc(Cl)c1	14	4	2

Results, from the start:
SMILES	KCNH2 3.1 inh	KCNH2 WT inh	Giardia kill
Cc1ccc(CN2CCN(CC(=O)N3CCC(C(N)=O)CC3)C2=O)cc1	6	-14	2
O=C(Nc1cccc(Cl)c1)OCCOC(=O)Nc1cccc(Cl)c1	14	4	2
O=Cc1c[nH]c2ccc(NC(=O)OCc3ccccc3)cc12	10	-3	16
CCOC(=O)C1=CN(CC2CCCCC2)CCC1=O	0	6	-15
O=C(O)Cc1cc(=O)[nH]n(-c2ccccc2)c1=O	11	-2	2
O=C1C=C(c2cccnc2)CCC1	13	3	13
COc1ccc(C(=O)OCC(=O)N2CCN(S(=O)(=O)c3ccc(C)cc3)CC2)cc1[N+](=O)[O-]	-6	-6	20
CC(C)(C)c1csc(NC(=O)c2cccnc2Cl)n1	-15	-11	3
CCOC(=O)N1CCN(Cc2nc(-c3ccc(OC)cc3)no2)CC1	-8	-6	10
CCOc1cc(S(=O)(=O)NCc2ccccc2)c(OCC)cc1-n1cnnn1	-13	8	5
COc1ccc(NC(=S)N2CCN(C)CC2)cc1	-23	-3	0
COc1ccccc1NS(=O)(=O)c1cc(C(=O)N2CCN(C(=O)c3ccco3)CC2)ccc1F	-7	2	1
CC(C)(CC(=O)c1ccccc1)CC(=O)c1ccccc1	8	-3	-27
Cc1cc(C)c2c(c1)CC(C)(C)CC2=O	-23	-14	19
O=C(NNC(=O)c1cccc2ccccc12)c1cccc(Cl)c1	8	0	-1
CC12CCC(C(=O)N(c3nccs3)C1=O)C2(C)C (stereo not drawn)	6	-4	-4
O=C(Nc1ccccc1F)c1ccccc1C(=O)Nc1ccccc1F	-8	1	1
CC(C)c1ccc(O)c(C(=O)c2cnn(-c3ccccc3)c2)c1	-10	-3	-6
O=C(C=Cc1ccccc1)CC(c1ccccc1)N1CCOCC1 (stereo not drawn)	2	-10	-19
Cc1cccc(NC(=O)c2cnc3sccn3c2=O)n1	5	0	-22
COc1ccc2c(c1C)CCC(C)(C#N)C2=O (stereo not drawn)	1	3	5
CCOC(=O)c1ccc[n+]([O-])c1	16	-1	-2
COC(=O)c1cccc(Oc2nc3c(c(=O)n(C)c(=O)n3C)n2Cc2ccc(C)cc2)c1	-4	5	-10
CC(C)(C)c1ccc(C2=CC(c3ccccc3F)n3ncnc3N2)cc1 (stereo not drawn)	-2	1	-14
CCOC(=O)C1OC1(c1ccccc1)c1ccccc1 (stereo not drawn)	-1	8	-12
CC(NC(=O)c1cccc(S(=O)(=O)N2CCN(Cc3ccccc3)CC2)c1)c1ccccc1Cl (stereo not drawn)	17	-4	5
Cn1c2c(sc1=O)CCC2	-6	4	-16
CCN(C(=O)COC(=O)CCOc1ccccc1C)c1c(N)n(Cc2ccccc2)c(=O)[nH]c1=O	10	-6	0
C[C@@H]1CC[C@@]2(O[C@@H](CCO)C[C@@H](O)[C@@H]2O)O1	9	-3	4
N#CCC(=O)N1CCN(Cc2ccc3c(c2)OCO3)CC1	-34	3	21
CC(=O)Nc1c(Cl)c(Cl)c2c(c1Cl)Cc1cc(Cl)ccc1-2	19	-5	13
Nc1ccc(S(=O)(=O)c2ccc(NC(=O)c3cccnc3)cc2)cc1	-2	4	-18
O=C(CN1CCN(C(=O)c2ccccc2Cl)CC1)Nc1cccc(S(=O)(=O)N2CCCC2)c1	0	-6	-6
CC(=O)c1ccc2c(c1)CC1(C2)Cc2cc3c(cc2C1)C(=O)CC3 (stereo not drawn)	-3	-4	4
O=C(NCc1ccccn1)C1CCC(=O)N1C1CCCC1 (stereo not drawn)	-3	-10	-20
NS(=O)(=O)c1cc(C(=O)OCCNC(=O)c2ccccc2)c(Cl)cc1Cl	0	3	-9
COC(=O)C(C)Sc1nc2c(c(-c3ccc(OC)cc3)c1C#N)-c1ccccc1C2=O (stereo not drawn)	13	4	2
O=C1c2ccccc2CSc2c(O)cccc21	-9	4	-8
CC(=O)Nc1ccc(CCNC(=O)c2ccc3ccccc3c2O)cc1	4	3	-14
O=C1c2ccc([N+](=O)[O-])cc2C(=O)N1c1ccc([N+](=O)[O-])cn1	0	4	-16

An excerpt of these results, with bars between the fields.
compound | KCNH2 3.1 inh | KCNH2 WT inh | Giardia kill
COc1ccc2c(c1C)CCC(C)(C#N)C2=O (stereo not drawn) | 1 | 3 | 5
CCOC(=O)c1ccc[n+]([O-])c1 | 16 | -1 | -2
COC(=O)c1cccc(Oc2nc3c(c(=O)n(C)c(=O)n3C)n2Cc2ccc(C)cc2)c1 | -4 | 5 | -10
CC(C)(C)c1ccc(C2=CC(c3ccccc3F)n3ncnc3N2)cc1 (stereo not drawn) | -2 | 1 | -14
CCOC(=O)C1OC1(c1ccccc1)c1ccccc1 (stereo not drawn) | -1 | 8 | -12
CC(NC(=O)c1cccc(S(=O)(=O)N2CCN(Cc3ccccc3)CC2)c1)c1ccccc1Cl (stereo not drawn) | 17 | -4 | 5
Cn1c2c(sc1=O)CCC2 | -6 | 4 | -16
CCN(C(=O)COC(=O)CCOc1ccccc1C)c1c(N)n(Cc2ccccc2)c(=O)[nH]c1=O | 10 | -6 | 0
C[C@@H]1CC[C@@]2(O[C@@H](CCO)C[C@@H](O)[C@@H]2O)O1 | 9 | -3 | 4
N#CCC(=O)N1CCN(Cc2ccc3c(c2)OCO3)CC1 | -34 | 3 | 21
CC(=O)Nc1c(Cl)c(Cl)c2c(c1Cl)Cc1cc(Cl)ccc1-2 | 19 | -5 | 13
Nc1ccc(S(=O)(=O)c2ccc(NC(=O)c3cccnc3)cc2)cc1 | -2 | 4 | -18
O=C(CN1CCN(C(=O)c2ccccc2Cl)CC1)Nc1cccc(S(=O)(=O)N2CCCC2)c1 | 0 | -6 | -6
CC(=O)c1ccc2c(c1)CC1(C2)Cc2cc3c(cc2C1)C(=O)CC3 (stereo not drawn) | -3 | -4 | 4
O=C(NCc1ccccn1)C1CCC(=O)N1C1CCCC1 (stereo not drawn) | -3 | -10 | -20
NS(=O)(=O)c1cc(C(=O)OCCNC(=O)c2ccccc2)c(Cl)cc1Cl | 0 | 3 | -9
COC(=O)C(C)Sc1nc2c(c(-c3ccc(OC)cc3)c1C#N)-c1ccccc1C2=O (stereo not drawn) | 13 | 4 | 2
O=C1c2ccccc2CSc2c(O)cccc21 | -9 | 4 | -8
CC(=O)Nc1ccc(CCNC(=O)c2ccc3ccccc3c2O)cc1 | 4 | 3 | -14

(cont.)
SMILES	KCNH2 3.1 inh	KCNH2 WT inh	Giardia kill
CC(=NNC(=O)c1ccncc1)c1cc(Cl)ccc1Cl	-1	-12	-22
COCCN(C(=O)c1ccc2c(c1)C(=O)N(c1ccccc1Cl)C2=O)c1c(N)n(CC(C)C)c(=O)[nH]c1=O	-3	0	4
COC(C[C@@H]1O[C@@H]1C(=O)[C@@H](C)OCc1ccccc1)OC	25	-1	0
CCN1/C(=C/c2ccc3cc(C)ccc3[n+]2CC)Sc2ccc3sccc3c21	4	-12	-4
O=C1NC(=O)C2(CCCCCCC2)N1	3	-3	-10
Cc1cccc(N=NC(=S)NNc2cccc(C)c2)c1	14	-12	?
O=C(O)c1ccccc1NC(c1ccccc1)c1ccc2cccnc2c1O (stereo not drawn)	-13	9	-7
CN(C(=O)c1ccc(NC(=O)Cc2cccc(NC(=O)C3CCCN(C(=O)C4CC4)C3)c2)cc1)C1CC1 (stereo not drawn)	-4	0	-15
c1ccc(C2CC3CC(c4ccccc4)N2O3)cc1 (stereo not drawn)	11	-2	0
Cc1ccccc1C(=O)Nc1c(C(=O)N2CCN(C)CC2)cnn1-c1ccccc1	-25	5	0
CCN1C[C@@H]2[C@@H]3C(=O)N(Cc4ccccc4)C(=O)[C@@H]3[C@](CC)(C1=O)N2C(=O)c1ccc(Cl)c(Cl)c1	-32	1	5
COc1ccc(NC(=O)CN(C)C(=O)c2ccc(C)c(S(=O)(=O)N3CCCCC3)c2)cc1	-15	16	-16
O=C(Cc1ccc(NC(=O)C2CCCN(C(=O)C3CC3)C2)cc1)Nc1ccc(C(=O)N2CCOCC2)cc1 (stereo not drawn)	24	-2	-19
COc1cccc2c1C1COC3C4CC(C(=O)O)C(C(C2)N13)N4C (stereo not drawn)	11	-7	1
COc1ccc2c(c1)/C(=C/c1cc(OC)c(OC)c(OC)c1)C(=O)N2	-1	3	-9
CCOc1cccc(C2C(C(=O)c3ccc(C)o3)=C(O)C(=O)N2c2nnc(C)s2)c1 (stereo not drawn)	0	-2	-9
O=C1NC(c2cccc3ccccc23)Nc2ccc(Cl)cc21 (stereo not drawn)	3	-6	15
C/C=C(\C)C(=O)OC1[C@H](OC(C)=O)C2(CO)C(CC1(C)C)C1=CCC3C4(C)CCC(O[C@@H]5O[C@H](C(=O)O)[C@@H](O[C@@H]6O[C@H](CO)[C@@H](O)[C@H](O)[C@H]6O)[C@H](O)[C@H]5O[C@H]5O[C@H](CO)[C@@H](O)[C@H](O)[C@H]5O)[C@](C)(CO)C4CCC3(C)[C@]1(C)C[C@H]2O (stereo partly drawn)	-1	-6	-22
C[C@H]1CN(S(=O)C(C)(C)C)[C@H](CCO)/C1=C\CCO (stereo partly drawn)	23	16	-3
Cc1ccc(C)c(Nc2nc3ccccc3[nH]2)c1	0	8	-8
O=C(Cc1ccc(NC(=O)C2CCN(C(=O)C3CCC3)CC2)cc1)Nc1cccc(C(=O)N2CCCCC2)c1	0	0	-5
O=C1C(=O)N(c2ccccc2)C(c2ccccc2)C1c1ccccc1 (stereo not drawn)	-2	23	6
O=S(=O)(N/N=C\C=C\c1ccccc1)c1ccccc1	8	-4	6
CCCN(CC(=O)Nc1ccccc1C)C(=O)c1ccc(OCC(=O)N2CCOCC2)c(OCC)c1	-12	-12	-25
Cc1c(-c2ccccc2)c(-c2ccc(OCCN(C)C)cc2)n2ccccc12	13	5	-14
C#C[C@]1(O)CCC2C3CCC4=Cc5oncc5CC4(C)C3CCC21C (stereo partly drawn)	23	-2	1
O=C(CCC1CCCCC1)Nc1cccc(C(=O)Nc2ccc(C(=O)O)cc2)c1	3	-4	?
CCc1c(C#N)c(=O)[nH]c(=O)n1-c1ccccc1	10	4	5
c1ccc(COC2COC3C(OCc4ccccc4)COC23)cc1 (stereo not drawn)	0	-1	-24
CN(C)/C=C(\C(=O)c1ccc(Cl)cc1)c1nnnn1-c1ccc(Cl)cc1	6	-2	9
CCCN(CC(=O)Nc1ccccc1OC)CC(=O)c1c(N)n(Cc2ccccc2)c(=O)n(C)c1=O	-15	1	?
CCN1CCC(CN2CCNC2=S)CC1	-19	0	-1
Cc1cc(=O)[nH]c(N2CCCCC2)n1	-1	-9	8
Cc1onc(-c2c(F)cccc2Cl)c1C(=O)Nc1cccc(S(=O)(=O)N2CCCCC2)c1	-6	-26	4
CC(=O)Nc1cc2c3c(cccc3c1)-c1ccccc1-2	-2	-2	20
CCN(CC)CCNC(=O)C(Cl)=C1C(Cl)=C(Cl)C(Cl)=C1Cl	-3	17	15
NS(=O)(=O)c1ccc(CCNC(=O)/C=C/c2ccc(S(=O)(=O)N3CCOCC3)cc2)cc1	8	-9	5
CCOC(=O)C1Nc2ccc(OC(F)(F)F)cc2C2C=CCC12 (stereo not drawn)	19	-10	-21
O=CNc1ccc2c(c1)Cc1cc([N+](=O)[O-])ccc1-2	8	0	?
Cc1cccc(C(=O)NC(C(=O)Nc2ccc(S(=O)(=O)Nc3nccs3)cc2)C(C)C)c1 (stereo not drawn)	-12	36	5

The list is partial. The share of hits here may be higher or lower than overall.
